Peg3 prom inh – Peg3 promoter activity inhibition. AID 588405. inhibition, % at 20 µM. 360,000 compounds, 1.7% hits. HeLa PEG-Prom luciferase reporter, luminescence, overnight;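 active means inhibition of at least 50% at 20 µM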
KKLEB cytotox – CF airway cell cytotoxicity counter-screen; KKLEB CF airway cells viability, ATPlite luminescence, overnight; hits give low values; cells stimulated with P. aeruginosa culture filtrate; activity change (cytotoxicity), % at 5 µM; 360,000 compounds, 0.36% hits;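 active means corrected activity change at or below -50% at 5 µM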
NR2E3 ag-1 – agonists of human nuclear receptor NR2E3; inhibition of corepressor binding, % at 4.78 µM; 320,000 compounds, 0.12% hits; Q9Y5X4; AID 2300; GST-NR2E3/biotin-RetCOR TR-FRET, 1536-well;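 active means percent inhibition above the cutoff of mean plus 3 SD of all tested compounds, set per screening campaign, cut at about 20% in these data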;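 further: 0% = DMSO wells and 100% = biotin wells as full block of FRET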
Target sequence (Q9Y5X4 whole entry, looked up): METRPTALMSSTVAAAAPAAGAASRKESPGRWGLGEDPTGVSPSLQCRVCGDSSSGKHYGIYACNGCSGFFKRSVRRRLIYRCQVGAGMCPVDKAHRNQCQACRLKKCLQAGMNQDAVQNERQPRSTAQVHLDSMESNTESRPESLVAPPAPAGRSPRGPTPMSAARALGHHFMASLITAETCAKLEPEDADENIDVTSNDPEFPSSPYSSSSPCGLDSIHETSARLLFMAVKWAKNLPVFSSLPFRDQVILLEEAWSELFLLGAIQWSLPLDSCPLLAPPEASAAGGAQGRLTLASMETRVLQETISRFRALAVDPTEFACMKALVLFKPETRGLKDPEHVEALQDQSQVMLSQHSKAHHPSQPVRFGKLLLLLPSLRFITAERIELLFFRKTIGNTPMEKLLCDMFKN
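System: GST-tagged NR2E3 plus biotinylated RetCOR corepressor; Buffer or medium: pH 7.5 Tris-based buffer; Probe or stimulus: RetCOR corepressor, biotinylated, 7 nM; Doses: compound at 4.8 µM, single dose; Schedule: 5 h incubation at 4 °C; Technique: time-resolved FRET; Evaluation: percent inhibition of TR-FRET ratio; Replication: one well per compound, singlicate testing.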
MITF TRPM1 inh – MITF TRPM1 promoter inhibition in SK-MEL-5 cells. SK-MEL-5 TRPM1 promoter luciferase, 24 h. AID 488899. inhibition, % at 12.5 µM. 330,000 compounds, 0.83% hits;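 active means mean inhibition across replicates of 60% or more, whatever share of single replicates reaches that level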; further: values of inactives mirror those of a sister screen read the other way
NR2E3 ag-2 – activates human NR2E3 receptor; AID 602229; 360,000 compounds, 0.35% hits; inhibition of corepressor binding, % at 3.98 µM; CHO-S Gal4-NCOR/VP16-NR2E3 two-hybrid, luciferase;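 active means inhibition above the mean of all tested compounds plus 3 SD, cut at about 70% in these data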;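 further: 0% = DMSO with NR2E3 transfected cells and 100% = cells lacking NR2E3 construct; higher means lower luciferase signal from less NR2E3 corepressor binding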
C8 TRAIL sens – sensitizes caspase-8 expressing cells to TRAIL; NB7+C8 cells + TRAIL, ATPlite viability luminescence; inhibition (viability loss, TRAIL sensitization), % at 10 µM; 360,000 compounds, 1% hits; AID 624354;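 active means compounds causing at least 50% loss of cell viability in the single-dose screen, relative to plate controls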
EBV LMP1 NFkB – reduces LMP1-driven NF-kappaB luciferase signal. LMP1-induced NF-kappaB luciferase reporter cells, luminescence. inhibition, % at 12.5 µM. 350,000 compounds, 0.69% hits. AID 504558; in the data active means inhibition above about 41%;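 further: 0% = neutral control wells and 100% = reference inhibitor control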
Shn3 inh set2 – reduces Shn3 3'UTR luciferase signal in osteoblasts | Clone20 osteoblast Shn3 3'UTR firefly luciferase, 24 h | inhibition, % at 12.5 µM | 360,000 compounds, 0.52% hits;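 active means mean inhibition of at least 75% with every replicate also reaching 75%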;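 further: 0% = median of neutral control wells and 100% = pilot-screen positive control compound; some compounds past the cut are filed as inactive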
HIF-2a block – blocks HIF-2a reporter activity. 360,000 compounds, 0.72% hits. 786-0 RCC cells HIF-2a reporter, luciferase luminescence, overnight. inhibition, % at 18.8 µM. AID 624352;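 active means inhibition of the luminescence signal of 40% or more relative to plate controls, in a single-dose primary screen at 18.75 µM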
hiPSC survival – increases survival of single human iPS cells. hiPSC single-cell survival, ATPlite luminescence; 100% = ROCK inhibitor wells, 0% = DMSO. survival enhancement, % at 20 µM. 360,000 compounds, 0.044% hits. AID 602274; in the data active means survival enhancement above about 18%;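 further: cells exposed to compounds for 16 hours before the ATP read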
CF NFkB inh – blocks PAF-induced NF-kB reporter in cystic fibrosis cells; 360,000 compounds, 0.86% hits; KKLEB NF-kB-GFP reporter, GFP fluorescence overnight; inhibition, % at 5 µM;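 active means at least 50% inhibition at 5 µM, scaled per plate between neutral and stimulator controls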;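 further: PAF is a Pseudomonas aeruginosa culture filtrate used as stimulus; plate controls were PAF-stimulated DMSO wells for no effect and unstimulated DMSO wells for full effect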
* marks the source's active call; other numbers are inactive results; / = not tested or not shown. Only part of the results is shown. The share of hits here may be higher or lower than overall.

SMILES	Peg3 prom inh	KKLEB cytotox	NR2E3 ag-1	MITF TRPM1 inh	NR2E3 ag-2	C8 TRAIL sens	EBV LMP1 NFkB	Shn3 inh set2	HIF-2a block	hiPSC survival	CF NFkB inh
COc1ccc(/C=N/NC(=O)c2ccn[nH]2)cc1COc1ccc(Cl)cc1	3	19	5	9	-39	1	-1	-13	-51	1.9	-26
CCOc1ccc(Nc2nc(N)nc(CN(C)C3CCCCC3)n2)cc1	-2	6	-1	-10	-33	-4	-5	-22	-8	1.1	-11
Cc1onc(-c2ccccc2)c1C(=O)Nc1nc(-c2ccc(F)c(F)c2)cs1	-13	6	4	-4	-28	-6	2	-6	-47	-1.5	-5
Nc1ccn([C@@H]2O[C@H](C(=O)N(CCC3=CCCCC3)CC3CC3)[C@@H](O)[C@H]2O)c(=O)n1	2	1	/	/	-12	-9	/	-16	3	1.1	-2
CNC(=O)NC(=O)C(C)OC(=O)CCCSc1nc2ccccc2s1 (configuration not stated)	14	-5	-4	41	-2	0	4	-14	71*	-0.3	-1
Cc1ccc(NC(=S)N(Cc2ccc(Cl)cc2)Cc2ccc(C(=O)O)cc2)cc1Cl	3	-7	5	5	23	-1	-2	3	12	-0.1	-1
CCOC(=O)/C(C#N)=C/c1cn(CCC(=O)O)nc1-c1ccc(F)cc1	-1	-1	3	-1	-11	-3	2	-6	11	-0.1	10
CCOC(=O)C1CCN(C(=O)CCc2nnc3ccc(NCCCN4CCCC4=O)nn23)CC1	3	2	2	-6	-15	10	4	-11	6	0.3	5
CSc1nc2ccccc2n1CC(=O)Nc1c(C)n(C)n(-c2ccccc2)c1=O	8	8	2	-14	12	-17	-6	-14	9	-0.9	5
COc1cc(/C=N/NC(=O)C[n+]2ccccc2)cc(OC)c1OC(C)=O	6	3	-7	-5	-25	10	7	20	12	-0.2	-7
CCOC(=O)/C(C#N)=C/c1c(OCC)n(CC)c2ccccc12	19	-2	4	4	-10	4	-1	-4	22	-0.6	9
COc1ccc2nc(Nc3nc(CSc4nc5ccccc5[nH]4)cc(=O)[nH]3)nc(C)c2c1	98*	-46	0	48	17	9	-25	41	-17	-0.7	103*
CC(C)(C)c1n[nH]c2c1CCCC2	21	-5	0	13	-26	-6	5	9	13	-0.1	1
Cc1cc(C)n2cc(CSc3ccc(Cl)cc3)nc2n1	-86	4	4	-5	-39	1	-8	17	-99	-0.7	-6
CCCn1nc(C(=O)NC2CCCCCC2)c2ccccc2c1=O	22	-8	0	4	1	-6	-3	-4	-3	-3.3	-8
CNc1nnc(SCC(=O)N2c3ccccc3NC(=O)CC2C)s1 (configuration not stated)	2	7	-3	-2	-16	-2	3	-7	11	0.2	32
CCn1c(=O)c2c(nc(SCC(=O)N3CCC(C)CC3)n2C)n(C)c1=O	3	-1	1	9	12	-6	0	1	9	-0.6	12
C=CCN1C(=O)CS/C1=N\S(=O)(=O)c1ccc(Cl)cc1	-1	0	-2	-5	-13	13	0	-1	3	0.7	4
COCCSc1ccccc1C(=O)N1CCCC1	6	-2	2	0	-19	-9	-15	-26	2	0.7	-3
CN(Cc1nc2ccccc2c(=O)[nH]1)Cc1cc(=O)oc2ccc3ccccc3c12	6	0	-1	-4	-32	0	-3	-11	-24	-1.9	6
CCCCn1nnnc1SCC(=O)Nc1ccc2c(c1)OCCO2	-14	5	2	3	-1	3	8	4	-57	3.9	6
c1ccc(CNCCN2CCNCC2)nc1	-8	-5	-1	2	-18	6	-5	-16	1	-0.2	18
COc1cc(CN(C)CC2CCCN(CCc3ccc(F)cc3)C2)c(Cl)cc1O (configuration not stated)	2	3	2	6	15	-5	10	-8	6	-0.7	-12
CCn1cc(C(=O)N[C@@H](CCSC)C(=O)NCCN2CCOCC2)c(=O)c2cc3c(cc21)OCO3	3	2	0	4	3	-9	6	-5	10	0.0	-4
CCOC(=O)/C=C1\SCC(=O)N1Cc1ccc(Br)cc1	22	-1	3	0	-32	1	11	11	-2	0.2	-8
Following part
SMILES	Peg3 prom inh	KKLEB cytotox	NR2E3 ag-1	MITF TRPM1 inh	NR2E3 ag-2	C8 TRAIL sens	EBV LMP1 NFkB	Shn3 inh set2	HIF-2a block	hiPSC survival	CF NFkB inh
CC(C)(C)NC(=O)C(c1ccco1)N(Cc1ccc2c(c1)OCO2)C(=O)c1snc(C(N)=O)c1N (configuration not stated)	13	-4	1	0	-2	2	-7	-5	1	0.1	7
OC(c1ccc(Cl)cc1)c1ncc(-c2ccc(Cl)cc2)[nH]1 (configuration not stated)	-30	-4	/	/	71*	-10	/	64	-64	-3.4	3
COc1ccc(N(C(=O)c2ccc(Br)o2)C2C=CS(=O)(=O)C2)c(OC)c1 (configuration not stated)	4	-3	-1	8	-18	-2	6	0	16	0.1	-1
COc1cccc(C(=O)OCC(=O)Nc2nnc(-c3ccccc3)o2)c1	-4	4	-2	5	23	11	10	-100	-18	-0.4	-51
COc1ccc(NC(=O)c2cc([N+](=O)[O-])nn2Cc2ccccc2)c(C)c1	-37	-10	-3	-13	-74	-1	-12	-3	-56	-2.1	18
O=C1NC(=Nc2ccccc2)S/C1=C\c1cccnc1	-60	4	0	-76	0	-1	5	-13	7	5.2	23
CCCCc1ccc(NC(=O)CSc2nc(=O)n3cc(C)ccc3n2)cc1	0	-6	-1	2	-3	4	7	30	-3	0.2	7
CC1C(=O)N(Cc2cn(Cc3ccco3)nn2)CCS(=O)(=O)N1Cc1ccc(-c2cccnc2)cc1 (configuration not stated)	12	2	/	/	-2	3	/	-8	-3	1.8	28
CCc1nc2c(OCCOc3ccc(F)cc3)cccn2c1N(C)C(=O)C(C)C	12	-9	/	/	-1	-8	/	-2	12	1.8	12
C[C@@H]1CN([C@@H](C)CO)C(=O)c2cccc(NC(=O)Nc3ccc4c(c3)OCO4)c2O[C@H]1CN(C)S(=O)(=O)c1cn(C)cn1	13	9	/	-11	19	-11	-17	-4	-2	-0.1	-23
COc1ccc(-n2c(O)c(/C=N/n3cnnc3)c3ccccc3c2=O)cc1	12	3	3	-6	-13	-13	0	-1	13	2.2	10
Cc1ccc(S(=O)(=O)NC(=O)NCc2ccccc2)cc1	1	-1	0	-1	4	-9	-4	9	15	-0.9	-12
O=C(NCN1CCN(c2ccccc2F)CC1)c1cccnc1	17	-21	4	-2	-2	26	-10	-19	-4	1.0	17
O=C(Nc1ccccc1O)c1cc(S(=O)(=O)N2CCOCC2)ccc1Cl	21	10	-1	12	18	-16	-6	-3	-1	-1.9	-5
CN(C(=O)c1ccc2ccccc2c1)c1ccccn1	-41	4	2	-6	-9	1	-2	-11	-59	0.1	2
CCN(CC)CC(=O)Nc1sc2c(c1C(=O)c1ccccc1C)CCC2	6	10	3	18	36	-4	-11	-4	31	3.1	19
O=C(NC1=NCCS1)c1cc(-c2ccccc2)nn1-c1ccccc1	-7	23	-5	-5	-1	7	0	-6	14	0.3	-25
Cc1ccc(CN2C(=O)CCC2C(=O)NC2CC2)cc1 (configuration not stated)	12	3	4	13	6	10	-12	-23	2	3.2	-2
Cc1cccc(CN2CCN(Cc3ccco3)CC2)c1	1	-3	-2	-3	-7	-7	-1	5	13	-0.6	1
CC1CCN(C(=O)COC(=O)CSc2ccc(C(N)=O)cc2[N+](=O)[O-])CC1	18	-4	1	-3	16	-10	3	6	5	0.4	-10
C#Cc1ccc(NC(=O)C2(C)CCN2C(=O)C2(c3ccccc3)CC2)cc1 (configuration not stated)	6	13	/	/	-5	45	/	7	11	-2.0	-30
CCN(C(=O)c1ccccc1Cl)c1ccccc1	22	1	-3	9	2	1	-13	0	3	1.9	0
O=C(NC1CCN(C(=S)NCc2ccco2)CC1)C1CCCCC1	12	4	3	-1	8	7	4	7	16	1.3	0
CC1(C)CC(=O)C2=C(C1)Nc1cc3c(cc1C2c1ccc(F)cc1)OCO3 (configuration not stated)	9	3	5	2	1	12	-1	7	15	-0.9	-6
Cc1ccc2c(C)c(C(=O)NCCc3ccco3)oc2c1C	-64	-1	-2	-9	-58	-7	22	-10	-87	-0.4	5
Further compounds
SMILES	Peg3 prom inh	KKLEB cytotox	NR2E3 ag-1	MITF TRPM1 inh	NR2E3 ag-2	C8 TRAIL sens	EBV LMP1 NFkB	Shn3 inh set2	HIF-2a block	hiPSC survival	CF NFkB inh
NS(=O)(=O)c1ccc(NC(=S)N2CCCC2)cc1	-2	7	3	-7	-10	4	-18	15	0	-0.3	10
CN(C)C1=NCCN1CCc1cccc(F)c1	-19	4	3	1	12	9	0	9	10	0.1	-6
O=C(COC(=O)/C=C/c1ccco1)NCc1ccccc1	5	15	-2	4	13	8	-6	6	15	-0.6	-9
Cc1ccc(CNC(=O)CCC2CCCN(C(=O)CCC(F)(F)F)C2)o1 (configuration not stated)	14	5	1	2	-17	-2	-1	-5	5	-0.9	-8
CCCCCC(=O)OCc1ccc(C2=CC(=O)CC(C)(C)C2=O)cc1	13	-2	/	/	-51	7	-4	0	5	-0.3	-11
Cc1ccc(C)c(S(=O)(=O)N2CCCOC2CNC(=O)C(=O)NCc2cccnc2)c1 (configuration not stated)	14	-5	3	7	-19	-4	11	-7	21	0.9	-2
O=C(CN(C(=O)Cn1nnc(-c2ccc(F)cc2)n1)c1ccc(F)cc1)NC1CCCC1	11	-4	1	16	9	-10	3	1	8	-0.1	2
CC(=O)C1=C(O)C(=O)N(c2ccc(Br)cc2)C1c1ccc([N+](=O)[O-])cc1 (configuration not stated)	-2	-5	-3	0	-19	-15	-11	-20	1	-0.4	-8
N#Cc1c(N)nc(SC2CCCCC2=O)c(C#N)c1-c1ccco1 (configuration not stated)	-6	-9	-4	-2	-7	12	-12	6	-37	2.6	-2
Oc1ccc(Br)cc1-c1n[nH]c(=S)n1Cc1ccccc1	8	12	-1	10	-2	-5	0	-5	15	0.0	-16
CCN(Cc1ccccc1)C(=O)c1ccc(CNS(=O)(=O)c2ccc(C)cc2)cc1	22	14	0	-19	-9	11	-3	4	-2	0.2	-12
CCc1nnc(NC(=O)c2n[nH]c(=O)c3ccccc23)s1	-10	3	-2	-7	-27	1	1	9	10	-0.5	3
COC(=O)c1cc(S(=O)(=O)NC2CCN(Cc3ccccc3)CC2)cn1C	10	-8	-1	3	-23	2	9	/	10	-0.7	-10
O=C(Nc1ccccn1)c1ccc2c(c1)OCCO2	-105	11	2	-50	-78	56*	24	-19	-109	-1.4	-28
O=C(Nc1nnc(-c2ccc(F)cc2)o1)c1cccc([N+](=O)[O-])c1	42	-46	0	13	38	32	32	16	-14	-1.8	10
Cc1cccc(C(=O)N/N=C/c2ccncc2)c1	-131	-5	-2	-3	-8	-6	-12	-16	-12	1.7	-7
CCOC(=O)Cc1csc(NC(=O)COc2ccc(N(C)S(=O)(=O)c3ccc(C)cc3)cc2)n1	17	-2	2	5	-22	4	10	-4	26	1.0	5

Bioassay records as filed in PubChem.
